High-throughput results deposited in PubChem by National Center for Advancing Translational Sciences (NCATS).
A-T KAP1 phos = candidate therapy for ataxia-telangiectasia | […] A-T fibroblasts, KAP-1 phosphorylation AlphaLISA; neocarzinostatin DNA damage 30 min before lysis | Potency, µM (series often up to 57.5 µM), for inactives: at the highest dose activation, hits mostly activators | hit rate 0.19% among 320,000 | AID 485349; further: potency means the concentration at half of the fitted maximal effect; % of control where 0% means no effect; nearly all actives have a fitted effect of over 45% in size
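hTERT-immortalized A-T patient fibroblasts ([…]), 500 cells/well in OPTI-MEM, 1% FBS, got compounds for 60 min, then NCS for 30 min at 37C. Lysates were then assayed for phospho-KAP-1 by AlphaLISA (anti-pKAP1 donor, anti-KAP1 acceptor beads), 6 hr at 25C.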
TRPV1 agonist = agonists of human vanilloid receptor 1 (TRPV1) | Q8NER1 | activation, % at 8.33 µM | TRPV1-expressing cells, Fluo-8 calcium influx, agonist mode | AID 540275 | hit rate 0.19% among 320,000; in the data active means activation above about 80%; inconclusive means between about 30% and that limit; further: 0% is about no effect
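Fluo-8 calcium influx in TRPV1-expressing cells, kinetic read (ex 480/em 520 nm). Compound added and read 3 min for agonist activity, followed by capsaicin at EC20 final and 2 min further read for enhancement.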
TCR activator = activators of T cell receptors; primary human leukocytes, anti-CD3, IL-2 HTRF, 48 h; Potency, µM (series often up to 9.22 µM), inactives show at the highest dose activation of IL-2 secretion, actives largely listed as activators; 330,000 tested, under 10 active; further: % of control where 0% means no effect
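IL-2 produced over 48 hr by a-CD3 bead-stimulated primary human leukocytes exposed to compounds was detected with a homogeneous time-resolved FRET immunoassay, 665nm acceptor signal after 320nm excitation.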
CXXC DNA block = blocks binding of human MLL CXXC domain to DNA | MLL-CXXC / FITC-HOXA9 DNA fluorescence polarization | Potency, µM (series often up to 115 µM), for the others: at the highest dose activity change, negative = inhibition, usual class: inhibitors | hit rate 0.037% among 290,000; active means well fitted inhibition curve with a large enough effect in the polarisation, with a control signal flat, not every such curve was filed as active; inconclusive means small, poorly fitted or top-dose-only effect, or effect the other way, or a change in a side signal; inactive means no such curve, though single readings can be large or run the other way; the % refers to the polarisation; further: potency means the concentration at half of the fitted maximal effect
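Purified MLL-CXXC (added from a 7 uM solution) was preincubated 5 min at ambient with pinned compounds in 50 mM Tris-HCl pH 7.5, 50 mM NaCl, 1 mM DTT, 0.05% BSA. Fluorescein-labeled HOX-A9 DNA (50 nM solution) followed, 30 min, then polarization read.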
a7 integrin act = activates integrin-mediated alleviation for muscular dystrophy; hit rate 0.064% among 350,000; alpha7betagal myoblasts, beta-gal FDG fluorescence, 48 h; Potency, µM (doses to about 38.3 µM), without a hit: at the highest dose activation, most hits filed as activators; AID 624291;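 further: potency means the concentration at half of the fitted maximal effect; 100% = response of the positive control SU9516; nearly all actives have a fitted effect of over 60% in size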
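Alpha7betagal+/- myoblasts (passage 13) were plated 16-24 hr, then exposed to compounds (1:260 dilution of DMSO stock) for 48 hours at 37C. After MPER lysis, β-galactosidase reporter activity was read as FDG fluorescence (ex 480/em 540) after 30 minutes.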
B2AR arrestin = recruits beta-arrestin to the human beta2-adrenergic receptor; P07550; beta-arrestin recruitment to beta2AR, cell-based reporter; Potency, µM (doses to about 46.1 µM), without a hit: at the highest dose activation, most hits filed as activators; hit rate 0.02% among 330,000; AID 492947;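 further: potency means the concentration at half of the fitted maximal effect; 0% = DMSO controls and full agonism = EC100 isoproterenol or metaproterenol; nearly all actives have a fitted effect of over 65% in size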
Target sequence (P07550 whole entry, looked up): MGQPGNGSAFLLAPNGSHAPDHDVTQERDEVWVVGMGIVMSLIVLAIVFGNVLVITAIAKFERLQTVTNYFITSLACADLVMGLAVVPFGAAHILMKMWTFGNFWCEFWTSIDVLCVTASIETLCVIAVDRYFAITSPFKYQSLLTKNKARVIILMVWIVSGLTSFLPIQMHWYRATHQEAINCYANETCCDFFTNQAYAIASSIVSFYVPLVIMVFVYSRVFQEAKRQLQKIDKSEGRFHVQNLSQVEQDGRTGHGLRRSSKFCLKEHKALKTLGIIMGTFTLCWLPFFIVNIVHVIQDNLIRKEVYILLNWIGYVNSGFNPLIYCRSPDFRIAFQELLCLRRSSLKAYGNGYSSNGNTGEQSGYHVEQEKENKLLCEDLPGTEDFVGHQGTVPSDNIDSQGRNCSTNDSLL
BRCA1 expr act = BRCA1 expression activation. MCF7-BRCA1-FFLuc reporter, luminescence, 48 h; response scale: scaled: vehicle 0%, 10 µM genistein 100%. Potency, µM (series often up to 46.1 µM), inactives show top-dose activation, actives largely listed as activators. hit rate 1.1% among 380,000. AID 624202; further: potency means the concentration at half of the fitted maximal effect; nearly all actives have a fitted effect of over 80% in size; some results filed as inactive show a strong effect at the top dose
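First, MCF7-BRCA1-FFLuc cells (2000/well) attach for 2 h; next, compounds are pin-added and incubated 48 h at 37 °C; finally, luciferase reagent is added and luminescence read after 15 min.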
TSG101-PTAP inh = blocks PTAP/TSG101 interaction to inhibit HIV-1 budding | 340,000 tested, under 10 active | AID 493005 | Potency, µM (series often up to 115 µM), without a hit: at the top dose activity change, negative = inhibition, actives largely listed as inhibitors | Fluorescence polarization, FITC-PTAP peptide / Tsg101 binding; active means well fitted inhibition curve with a large enough effect in the main read-out, with a control signal flat, not every such curve was filed as active; inconclusive means small, poorly fitted or top-dose-only effect, or effect the other way, or a change in a side signal; inactive means no such curve, though single readings can be large or run the other way; further: potency means the concentration at half of the fitted maximal effect; % of control where 0% means no effect
Target sequence (Q99816 whole entry, looked up): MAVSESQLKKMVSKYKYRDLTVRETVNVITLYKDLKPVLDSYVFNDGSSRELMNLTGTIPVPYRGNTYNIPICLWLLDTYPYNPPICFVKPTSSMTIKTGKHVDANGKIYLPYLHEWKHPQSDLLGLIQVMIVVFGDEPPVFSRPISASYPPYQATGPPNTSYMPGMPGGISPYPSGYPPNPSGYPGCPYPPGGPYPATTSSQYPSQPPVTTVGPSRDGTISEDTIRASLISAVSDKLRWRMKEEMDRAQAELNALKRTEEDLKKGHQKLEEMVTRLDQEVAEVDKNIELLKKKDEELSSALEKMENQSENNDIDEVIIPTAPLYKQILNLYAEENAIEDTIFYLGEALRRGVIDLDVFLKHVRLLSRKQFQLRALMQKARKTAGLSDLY
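Fluorescence anisotropy tracks displacement of a FITC-tagged PTAP peptide (50 nM) from the Tsg101 binding domain (10 uM), following a 20 min room-temperature incubation at pH 7.5.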
ELG1 repair inh = blocks ELG1-dependent DNA repair in HEK293T cells; Potency, µM (doses to about 46.1 µM), without a hit: top-dose activity change, negative = inhibition, actives largely listed as inhibitors; hit rate 2.3% among 330,000; HEK293T ELG1-luciferase reporter, luminescence, 16 h; DNA damage induced by 5-fluorouridine; further: potency means the concentration at half of the fitted maximal effect; on the % scale 0 is the no-effect control and ±100 the full control effect; nearly all actives have a fitted effect of over 55% in size
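Overnight (16 hr) co-exposure of 2,000 cells/well to 5-fluorouridine and compound at 37 °C preceded detection. Luciferase was quantified via ONE-Glo luminescence; loss of signal denotes inhibition.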
p53 reactivator = re-activators of mutant p53; H1299 p53-A138V BP100-luciferase reporter, luminescence, 24 h; Potency, µM (series often up to 92.2 µM), for the others: top-dose activity change, positive = activation, actives largely listed as activators; hit rate 0.063% among 320,000; AID 504706; further: potency means the concentration at half of the fitted maximal effect; % of control where 0% means no effect; nearly all actives have a fitted effect of over 45% in size
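H1299 (p53-null), stable ts p53-A138V + BP100-Luc; 1000 cells/well, Opti-MEM/10% FBS; cpd 4 pt, 1:5; 24 h, 37 deg C, 5% CO2; detection reagent 10 min RT; luminescence.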
Numbers without * were called inactive; ? = inconclusive; / = no result given; [ ] = dose if it differs, or a comment. Unless noted, the call rests on the fitted dose curve; in most records, active means well fitted curve in the direction sought with a large enough effect; inconclusive means small, poorly fitted or top-dose-only effect, or another doubt; inactive means no such curve, though single readings can be large; an effect the other way counts as inactive or inconclusive.

1) Cc1cc(OCC(=O)NCCCN(C)C)cc(C)c1Br
2) C1CCc2c(nc3nnnn3c2N2CCOCC2)C1
3) N#Cc1cccc(NC(=O)CSc2ccc3c4c(cccc24)C(=O)c2ccccc2-3)c1
4) CC(=O)Nc1sc(C)c(C)c1C(=O)OCC(=O)N(C)c1c(N)n(Cc2ccccc2)c(=O)[nH]c1=O
5) COc1ccc(NC(=O)c2nc[nH]c2C(=O)NCC(=O)OC(C)(C)C)cc1
6) CC(C)CNS(=O)(=O)c1ccc(Br)cc1N1CCC[C@@H]1CO
7) CC(C)(C)NC(=O)COC(=O)c1cc(Cl)ccc1[N+](=O)[O-]
8) CC(C)NCCCCOc1ccccc1-c1ccccc1
assay / compound	1	2	3	4	5	6	7	8
A-T KAP1 phos	2%	3%	8%	-2%	-23%	3%	-2%	-8%
TRPV1 agonist	1	0	5	-2	8	/	11	0
TCR activator	1%	3%	-3%	-1%	-1%	1%[46.1 µM]	-3%	5%[46.1 µM]
CXXC DNA block	4%	-7%	?	/	-18%	/	1%	4%
a7 integrin act	-18%	-24%	-78%[inhibitor]	-11%	-8%	6%	-6%	/
B2AR arrestin	0.1%	0.3%	-0.7%	0.2%	-0.5%	-0.4%	-0.5%	-0.4%
BRCA1 expr act	-10%	-16%	-57%	-4%	1%	-14%	0%	/
TSG101-PTAP inh	-3%	-2%	?	1%	0%	-4%	-5%	/
ELG1 repair inh	3%	14%	-6%	8%	?	12%	3%	-4%
p53 reactivator	-4%	-1%	-4%	1%	-2%	-4%	9%	0%

9) CC(=O)Nc1ccc(S(=O)(=O)NC2=C(N3CCN(c4ccc(F)cc4)CC3)C(=O)c3ccccc3C2=O)cc1
10) CSc1nncc(-c2ccc(F)c(F)c2)n1
11) Cn1nc(C(F)(F)F)c(C(=O)Nc2ccc(F)cc2F)c1Sc1cccc(C(F)(F)F)c1
12) COc1cc(/C=N/NC(=O)/C(=C\c2ccc3c(c2)OCO3)NC(=O)c2ccccc2)ccc1O
13) C[C@H](O)[C@@H]1C(=O)N2CCc3ccc(-c4ccccc4)cc3[C@@H]2C[C@@H]1N(C)C(=O)c1ccc(C#N)cc1
14) Cc1ccc(NC(=O)NCCCN2CCCC2=O)cc1
15) O=C(Cn1cnnn1)NC1CCCN(Cc2ccccc2F)C1 (centres undefined)
16) Cc1ccc(S(=O)(=O)N2CCC(C(=O)NC3CC(C)(C)NC(C)(C)C3)CC2)cc1C
assay / compound	9	10	11	12	13	14	15	16
A-T KAP1 phos	13%	11%	-9%	-5%	/	-2%	-9%	2%
TRPV1 agonist	-4	-5	/	5	/	0	0	1
TCR activator	0%	4%	-3%	-9%[46.1 µM]	-1%	2%	0%	0%
CXXC DNA block	6%	5%	-3%	14%	/	18%	10%	?
a7 integrin act	-30%	6%	21%	3%	9%	9%	-15%	-32%
B2AR arrestin	0.0%	-0.5%	-0.5%	-0.9%	/	0.1%	-1.0%	-0.3%
BRCA1 expr act	-92%	-2%	-45%	-40%	0%	38%	1%	-3%
TSG101-PTAP inh	-4%	-4%	-4%	-1%	-5%	-1%	-6%	1%
ELG1 repair inh	8.2µM*	28%	-13%	-18%	/	?	-6%	-1%
p53 reactivator	-22%	8%	2%	3%	/	11%	11%	?

4 of these compounds in a different format.
Fields – A-T KAP1 phos, TRPV1 agonist, TCR activator, CXXC DNA block, a7 integrin act, B2AR arrestin, BRCA1 expr act, TSG101-PTAP inh, ELG1 repair inh, p53 reactivator
12	COc1cc(/C=N/NC(=O)/C(=C\c2ccc3c(c2)OCO3)NC(=O)c2ccccc2)ccc1O
→ -5%, 5, -9%[46.1 µM], 14%, 3%, -0.9%, -40%, -1%, -18%, 3%
13	C[C@H](O)[C@@H]1C(=O)N2CCc3ccc(-c4ccccc4)cc3[C@@H]2C[C@@H]1N(C)C(=O)c1ccc(C#N)cc1
→ /, /, -1%, /, 9%, /, 0%, -5%, /, /
14	Cc1ccc(NC(=O)NCCCN2CCCC2=O)cc1
→ -2%, 0, 2%, 18%, 9%, 0.1%, 38%, -1%, ?, 11%
15	O=C(Cn1cnnn1)NC1CCCN(Cc2ccccc2F)C1 (centres undefined)
→ -9%, 0, 0%, 10%, -15%, -1.0%, 1%, -6%, -6%, 11%

Remaining list, next part:
17) O=C(NC(=S)Nc1ccc(CN2CCCCC2)cc1)c1cccc(OCc2ccccc2)c1
18) CCOc1ccccc1NC(=O)COC(=O)Cc1cccs1
19) Cc1ccc(-c2csc(NC(=O)c3cccc(C)c3)c2C(=O)O)cc1
20) O=[N+]([O-])c1ccc(S(=O)(=O)N2CCN(c3ccnc4cc(Cl)ccc34)CC2)cc1
21) O=C(O)CCCc1ccc2c(c1)CCc1ccccc1-2
22) C[C@H](CO)N1C[C@H](C)[C@@H](CN(C)C(=O)NC2CCCCC2)Oc2ccc(NC(=O)Nc3ccccc3)cc2C1=O
23) CC(=O)C1N=NCC1c1ccccc1 (centres undefined)
24) O=C(CCCN1C(=O)c2ccccc2C1=O)Nc1c(C(=O)C2CC2)oc2ccccc12
assay / compound	17	18	19	20	21	22	23	24
A-T KAP1 phos	1%	-2%	/	-2%	0%	-1%	/	4%
TRPV1 agonist	2	18	/	1	-1	/	/	3
TCR activator	5%	2%	-2%	17%	3%	0%	3%	2%
CXXC DNA block	3%	5%	/	-2%	/	/	/	2%
a7 integrin act	-72%[inhibitor]	0%	?	36%	-4%	-22%	26%	0%
B2AR arrestin	-0.5%	-0.2%	/	0.3%	-0.2%	-0.1%	/	-0.3%
BRCA1 expr act	-73%	7%	71%	-5%	-8%	7%	-10%	2%
TSG101-PTAP inh	0%	0%	1%	1%	-1%	-3%	-1%	-3%
ELG1 repair inh	?	3%	/	-9%	?	12%	/	2%
p53 reactivator	14%	2%	/	2%	-7%	11%	/	5%

25) CCC(CC)C(=O)c1c[nH]c(C(=O)NCc2ccccn2)c1
26) CCC1=C([N+](=O)[O-])C(c2ccc3c(c2)OCO3)NC(=O)N1 (centres undefined)
27) CC(C(=O)O/N=C(\N)c1cccnc1)c1ccc([N+](=O)[O-])cc1 (centres undefined)
28) CCOC(=O)c1c(C)[nH]c(C)c1C(=O)CSc1nc(N)cc(=O)[nH]1
29) CCn1c(/C=N/c2nc3ccccc3n2C)nc2ccccc21
30) Cc1cc(C(F)F)n2nc(C(=O)Nc3sc4c(c3C#N)CCC(C)C4)nc2n1 (centres undefined)
31) Cc1ccccc1NC(=O)/C(=C/c1ccccc1)c1ccccc1
32) O=C(NCc1ccccc1Cl)C1CCN(C(=O)c2ccco2)CC1
assay / compound	25	26	27	28	29	30	31	32
A-T KAP1 phos	-6%	-4%	2%	0%	12%	-7%	-3%	-4%
TRPV1 agonist	-2	2	2	-1	1	-3	-7	11
TCR activator	0%	/	-1%	-2%	8%	/	0%	-1%
CXXC DNA block	3%	-13%	-7%	-6%	-7%	-20%	12%	-11%
a7 integrin act	-27%	-12%	-6%	-14%	4%	16%	-15%	2%
B2AR arrestin	0.1%	0.4%	0.4%	-0.2%	-0.8%	0.3%	0.0%	0.4%
BRCA1 expr act	10%	7%	-18%	5%	1%	-8%	-27%	0%
TSG101-PTAP inh	-5%	0%	0%	3%	-6%	-7%	-3%	-2%
ELG1 repair inh	-3%	1%	-13%	?	7%	-1%	-13%	7%
p53 reactivator	1%	1%	-3%	-1%	?	8%	0%	0%

33) CC1CCCN(CC(O)COCc2ccccc2)C1 (centres undefined)
34) COc1ccc(Br)cc1CNC(=O)C1CCC(=O)N1C(C)C (centres undefined)
35) CC(=O)Nc1sc(C)c(C)c1C(=O)OC1CCOC1=O (centres undefined)
36) Nc1nc(CN2CCN(c3ccccc3)CC2)nc(N2CCCc3ccccc32)n1
37) Cc1cc(=O)c(C(=O)O)nn1-c1ccccc1C(F)(F)F
38) Cc1ccc(NC(=O)CCc2nnc3ccc(N4CCOCC4)nn23)cc1C
assay / compound	33	34	35	36	37	38
A-T KAP1 phos	-5%	/	2%	1%	-2%	-15%
TRPV1 agonist	2	/	1	3	-1	-3
TCR activator	-2%	4%	0%	-8%	-2%	-5%
CXXC DNA block	-1%	/	-3%	4%	-1%	/
a7 integrin act	-15%	0%	33%	-18%	-12%	17%
B2AR arrestin	0.0%	/	-0.4%	0.5%	0.0%	-1.2%
BRCA1 expr act	0%	-23%	1%	-15%	-2%	3%
TSG101-PTAP inh	-2%	-1%	-4%	-3%	1%	-1%
ELG1 repair inh	6%	/	10%	4%	9%	-16%
p53 reactivator	6%	/	-9%	-3%	11%	/
